Source: PubChem BioAssay (several laboratories)
human PMI inhibitors: MPI inhibition at elevated mannose 6-phosphate – biochemical, fluorescence intensity, high mannose 6-phosphate, primary screen (AID 1220). recombinant PMI enzyme, coupled fluorescence intensity; higher % means a stronger effect. inhibition, % at 20 µM; hits with a dose series show IC50 in µM. 0.66% of 190,000 active
TNAP activation fold: human TNAP enzyme activators, primary screen, biochemical, luminescent, no phosphate acceptor, uHTS (AID 1001); purified TNAP, luminescent activation assay, no phosphate acceptor; higher activation fold means a stronger effect; activation fold at 20 µM, or EC50 in µM where a hit was titrated; 0.03% of 200,000 active; in the data active = activation fold from about 3, or a potency from the dose series; inactive = the rest, 99 in 100 with activation fold below about 1.6; also: many of its hits are not listed in these tables
Yfh1-off respiration: mitochondrial function rescue without frataxin homolog – Friedreich's ataxia, plus single-dose screen, dose response (AID 1465); 0.074% of 220,000 active; fold induction at 50 µM; hits with a dose series show EC50 in µM; S. cerevisiae Yfh1-off respiration, WST-1 reduction, 72 h; higher fold induction means a stronger effect;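 active = fold induction of absorbance versus untreated yeast above a set limit, then at least 30% activation at any dose in follow-up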;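 also: activators that raise dye reduction in frataxin-depleted yeast; strong numbers were not always called active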
PMI inhibitors: MPI enzyme activity inhibition – biochemical, fluorescence intensity, coupled assay, primary screen (AID 1209). purified PMI enzyme, coupled fluorescence intensity; higher % means a stronger effect. inhibition, % at 20 µM; hits with a dose series show IC50 in µM. 0.42% of 190,000 active;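 also: plate controls were DMSO vehicle for no effect and wells lacking substrate for full effect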
WT yeast gro inh: growth inhibition of WT yeast, mitochondrial fusion screen; mitochondrial fusion phenotypic screen, WT strain; inhibition, % at 10 µM; 2.1% of 190,000 active; in the data active = inhibition above about 58%; tested in S. cerevisiae
LYP phosphatase: inhibitors of LYP phosphatase, biochemical, fluorescence intensity, uHTS (AID 1779); recombinant LYP phosphatase, fluorescence intensity; higher % means a stronger effect; inhibition, % at 11.5 µM; hits with a dose series show IC50 in µM; 0.054% of 290,000 active;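 also: plate controls were vehicle with enzyme for no effect and no enzyme for full effect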
P. falciparum M1AAP: malaria alanyl aminopeptidase activity blockers – biochemical, fluorogenic H-Leu-NHMec substrate, 1536-well (AID 1445). 0.42% of 220,000 active. inhibition, % at 30 µM; hits with a dose series show IC50 in µM. recombinant M1AAP, H-Leu-NHMec fluorogenic kinetic assay; higher % means a stronger effect;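 active = primary inhibition above the hit cutoff, then over 50% inhibition at one or more dose response concentrations, cut at about 23% in these data, passing the limit was not always enough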;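 also: plate controls were DMSO full reaction for no effect and no enzyme background for full effect; strong numbers were not always called active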
XIAP displacement: small molecules displacing peptide from XIAP – biochemical, IAP family, fluorescence polarization (AID 1018) | XIAP BIR domain, fluorescence polarization peptide displacement; higher % means a stronger effect | displacement, % at 20 µM, or IC50 in µM where a hit was titrated | 0.007% of 200,000 active; in the data active = displacement above about 50%; also: a part of the inactive calls stands beside numbers as strong as those of hits
P. falciparum M17LAP: P. falciparum M17LAP inhibitors, primary screen, biochemical, fluorogenic H-Leu-NHMec substrate, 1536-well (AID 1619) | inhibition, % at 30 µM, or IC50 in µM where a hit was titrated | recombinant M17LAP, H-Leu-NHMec fluorogenic kinetic assay; higher % means a stronger effect | 0.38% of 220,000 active;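 active = compound inhibiting the enzyme by more than half at any dose during confirmatory dose-response retesting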;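 also: plate controls were full reaction with DMSO carrier for no effect and no enzyme background for full effect; strong numbers were not always called active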
WT yeast gro inh mutant strain: also measured in WT yeast gro inh; calls as there; inhibition, %; mitochondrial fusion phenotypic screen, mutant strain inhibition
An asterisk follows results filed as active; i = inactive; nt = not tested or not shown. Rule as the data show it, unless noted: active = inhibition above about 50%; inactive = the rest.

Under each structure: human PMI inhibitors	TNAP activation fold	Yfh1-off respiration	PMI inhibitors	WT yeast gro inh	WT yeast gro inh mutant strain	LYP phosphatase	P. falciparum M1AAP	XIAP displacement	P. falciparum M17LAP
> CCC(=O)N1CCc2cc(S(=O)(=O)CCC(=O)O)ccc21
    4.9%	1.2	i	6.8%	13.4	19.5	-5.2%	2.1%	-5.0%	-3.7%
> CCOC(=O)C1=C(CSCc2ccccc2)NC(=O)NC1c1cc(C)ccc1C (stereo not given)
    8.3%	1	i	9.7%	49.1	3.8	3.2%	4.9%	-0.3%	-1.9%
> Cc1oc(-c2cccs2)nc1CN1CCN(C(C)C)C(CCO)C1 (stereo not given)
    9.0%	1.1	i	11.9%	8.8	-0.7	-5.5%	8.4%	-1.6%	1.1%
> Cc1ccc2c(c1)C1CN(C)CCC1N2S(=O)(=O)c1ccc(Oc2ccc([N+](=O)[O-])cc2)cc1 (stereo not given)
    0.4%	1.1	i	12.1%	78.9*	62.2*	-4.0%	-0.9%	-5.7%	0.9%
> CCOC(=O)C(C(=O)OCC)C(Nc1cccc(Br)c1)c1ccccc1 (stereo not given)
    2.9%	1.1	i	10.3%	-24.2	-2.8	0.5%	1.0%	1.7%	-2.3%
> Cc1ccc(NC(=O)C(NC2CCCc3ccccc32)c2ccccc2)cc1Cl (stereo not given)
    -14.7%	1	i	-8.1%	33.0	-13.4	-4.0%	-3.8%	-8.6%	9.6%
> Cc1cccc(-n2c(C)cc(C(=S)N3CCOCC3)c2C)c1C
    nt	1.1	i	nt	38.6	7.6	1.6%	0.2%	0.4%	-10.3%
> CCC1=C/C(=C\c2ccc3c(c2)OCO3)C(=O)S1
    15.2%	1.1	i	11.4%	31.4	28.0	9.4%	4.8%	-14.4%	17.3%
> Cc1c(NC(=O)c2cccc(F)c2)c(=O)n(-c2ccccc2)n1C
    16.0%	1.1	i	12.8%	-8.1	-2.6	6.6%	0.6%	-1.6%	-7.5%
> O=C(NNC(=O)C1CCN(Cc2ccccc2)CC1)c1cccc(Cl)c1
    14.0%	1.2	i	10.9%	6.6	18.9	-10.4%	0.6%	-3.6%	1.8%
> O=S(=O)(c1cc(Cl)ccc1Cl)N1CCNCC1
    -3.9%	1.1	i	-5.6%	7.7	17.1	-9.0%	8.5%	-5.4%	-4.5%
> CCNc1ccc(S(=O)(=O)N(C)C)cc1NCC(=O)Nc1ccccc1Cl
    14.7%	1.1	i	2.8%	6.2	10.8	-7.7%	-0.6%	-0.7%	1.6%
> C=CCn1c(/N=C/c2ccc3c(c2)OCO3)nc2ccccc21
    9.2%	1	i	9.9%	7.0	21.9	-6.5%	-0.9%	-2.0%	10.1%
> COc1ccc(-c2cn3cccnc3n2)cc1NC(=O)c1cccs1
    4.6%	1	i	5.4%	12.3	6.3	-6.4%	10.9%	5.4%	-3.7%
> CCc1ccc2c(c1)[C@]1(C(=O)N2)[C@@H]2C(=O)N(Cc3ccccc3)C(=O)[C@@H]2[C@@H]2CCCN21
    -3.5%	1	i	-15.4%	0.9	-0.3	0.5%	3.1%	-2.4%	0.6%
> COc1ccc(N2C3=C(CC4=C2CCCC4=O)C(=O)CCC3)cc1
    47.5%	1.2	i	31.1%	14.5	21.0	7.1%	10.0%	1.6%	70.4%
> O=C(Cn1cc2c(n1)CCCC2)N1CCCc2ccccc21
    2.2%	1.1	i	7.0%	6.1	2.9	-0.9%	0.8%	-5.9%	12.0%
> COc1ccccc1C(=O)N1CCCN(C(=O)c2ccccc2OC)CC1
    -5.2%	1.1	i	-0.2%	-8.6	-25.9	-2.5%	-1.7%	-6.0%	-5.0%
> Fc1ccc(NC(=S)NN2CCOCC2)cc1Cl
    -9.4%	1	i	-14.2%	-8.1	-5.8	2.3%	5.3%	-2.7%	-2.6%
> CCc1ccc(CCC(=O)Nc2nc(CC(C)=O)ns2)o1
    13.3%	1.1	i	3.5%	-2.8	-5.5	-9.7%	2.5%	-1.7%	2.2%
> CN1/C(=C\C(=S)NC(=O)c2ccc([N+](=O)[O-])cc2)C(C)(C)c2ccccc21
    12.4%	0.8	i	14.2%	-23.4	2.3	3.7%	-3.7%	-1.6%	6.3%
> Nc1c(C(=O)c2ccccc2)sc(Nc2ccccc2)c1S(=O)(=O)c1ccccc1
    12.7%	1	i	12.5%	-14.0	-2.4	-2.0%	4.0%	-2.5%	0.7%
> CCn1cc(NC(=O)CCl)c(C)n1
    -15.1%	1	i	-17.0%	11.7	-7.5	-9.1%	-0.9%	-4.3%	0.6%
> C/C(=N\Nc1nnc(-c2ccccc2)c(-c2ccccc2)n1)c1cccc([N+](=O)[O-])c1
    19.3%	1.1	i	4.6%	6.5	-24.5	1.2%	-1.2%	1.4%	1.2%
> COc1ccc(-c2noc(N(C)CC(=O)Nc3cccc(C(F)(F)F)c3)n2)cc1
    12.5%	1.1	i	10.9%	64.6*	34.0*	-3.9%	4.7%	-2.4%	-6.3%
> CCOC(=O)c1c(NC(C)=O)sc2c(OC)cccc12
    6.7%	1	i	-0.6%	-9.1	-1.9	-5.8%	3.3%	-4.9%	-5.5%
> COCC(C)NC(=O)NC(=O)c1ccc(Cl)cc1 (stereo not given)
    4.5%	1.1	i	-1.0%	-5.3	-5.4	-0.1%	1.6%	-3.1%	2.3%
> CN(CCc1cnn(C)c1)C(=O)CCc1nnc(CCCc2ccccc2)o1
    -5.2%	1.1	i	-0.6%	9.2	8.7	-0.3%	5.1%	-7.8%	10.2%
> O=C(O)c1cccc(N2C(=O)c3cccc4c(Cl)ccc(c34)C2=O)c1
    14.3%	1	i	0.5%	-14.3	6.0	-0.7%	83.3µM*	-11.1%	5.0%
> C/C=C/C(=O)Nc1cccc(C(F)(F)F)c1
    2.9%	1	i	9.9%	15.3	18.4	-5.1%	-0.3%	-0.1%	-7.0%
> O=C(N/N=C/c1ccco1)c1csc2c1CCCC2
    nt	nt	i	nt	nt	nt	-7.3%	-3.5%	nt	4.0%
> O=C(Cn1nnc(-c2ccc(F)cc2)n1)N1CCCCC1
    0.3%	1.1	i	-3.3%	11.3	-25.7	-10.4%	-1.8%	-2.9%	21.5%
> Cn1c(C(=O)NCc2ccccc2)cc2oc3ccccc3c21
    16.7%	1	i	19.4%	13.6	1.6	0.6%	16.9%	-21.5%	-1.9%
> O=C1N/C(=N\S(=O)(=O)Cc2ccccc2)S/C1=C/c1cccc([N+](=O)[O-])c1
    nt	nt	i	nt	nt	nt	0.4%	50.2µM*	nt	40.7%
> Cc1ccc(/C=C/C(=O)c2ccccc(=O)c2O)cc1C
    -37.9%	0.9	i	-18.5%	-19.6	-38.5	15.2%	-1.1%	-5.4%	37.5%
> Cc1ccc(C(=O)NCC(=O)OC(C)C(=O)Nc2ccc(N(C)C)cc2)cc1C (stereo not given)
    10.3%	1.1	i	5.1%	-18.2	4.8	-2.4%	4.8%	-1.2%	7.0%
> COc1ccc(Nc2nnc(-c3ccc(C)cc3)c3ccccc23)cc1C(=O)N1CCCCC1
    15.3%	1.3	i	19.4%	-4.2	-2.4	4.4%	4.7%	-6.9%	9.4%
> CN1CCN(S(=O)(=O)c2cccc(C(=O)N3CCc4ccccc43)c2)CC1
    -13.2%	1.2	i	-14.4%	-3.1	-6.0	-5.5%	-6.6%	-6.8%	-1.4%
> Cc1cc(C)c(S(=O)(=O)N2CCCC(C(=O)NCCC3=CCCCC3)C2)c(C)c1 (stereo not given)
    11.0%	1.3	i	16.1%	10.8	-8.9	-3.6%	19.0%	-1.0%	0.9%
> O=C(c1ccc2c(c1)OCO2)N(c1ccccc1)C1C=CS(=O)(=O)C1 (stereo not given)
    1.8%	1.1	i	4.0%	0.7	6.0	-4.4%	1.1%	2.3%	13.0%
> NCCCCCc1nnc(SCC(=O)c2ccc(Cl)cc2)o1
    12.8%	1	i	1.7%	-2.5	16.4	-6.4%	6.2%	-3.6%	5.8%
> COc1ccc(-n2c(-c3ccco3)nc3c(cnn3-c3ccccc3C)c2=O)cc1
    nt	nt	i	nt	nt	nt	-3.2%	-1.5%	nt	-8.6%
> Cc1ccc(C2(C)NC(=O)N(CC(=O)Nc3ccc4[nH]c(=O)[nH]c4c3)C2=O)cc1 (stereo not given)
    nt	nt	i	nt	nt	nt	-8.3%	4.2%	nt	5.2%
> C=CCn1c(C(CCCC)CC(O)COCCC)n[nH]c1=S (stereo not given)
    -7.6%	0.8	i	-1.9%	3.5	-8.1	-4.5%	-0.6%	16.2%	8.0%
> Cc1[nH]n(-c2ccc(C(=O)O)cc2)c(=O)c1CCO
    -3.6%	1.1	i	-33.9%	-19.3	1.5	-1.3%	2.8%	-1.3%	-1.8%
> O=C(N/N=C/c1ccc(Br)o1)c1ccc2c(c1)OCCO2
    0.0%	1	i	-21.7%	4.8	-4.8	8.9%	14.9%	-6.1%	13.1%
> CC(C)c1ccc(CCNC(=O)c2ccc([N+](=O)[O-])cc2)cc1
    4.0%	1	i	8.6%	4.6	-1.3	12.5%	3.2%	3.3%	-11.4%
> COc1cc(CNCCc2ccccc2)cc(Cl)c1OCc1ccccc1
    0.4%	1.1	i	2.4%	81.9	82.9	-1.0%	0.3%	5.8%	-5.7%
> CC(OC(=O)c1ccco1)C(=O)NCc1cccs1 (stereo not given)
    0.6%	1.1	i	5.0%	0.8	-5.4	-5.1%	3.2%	-8.3%	-0.3%

P. falciparum M1AAP, what is marked active above
| compound | human PMI inhibitors | TNAP activation fold | PMI inhibitors | WT yeast gro inh mutant strain | LYP phosphatase | P. falciparum M1AAP | XIAP displacement | P. falciparum M17LAP |
| --- | --- | --- | --- | --- | --- | --- | --- | --- |
| O=C(O)c1cccc(N2C(=O)c3cccc4c(Cl)ccc(c34)C2=O)c1 | 14.3% | 1 | 0.5% | 6.0 | -0.7% | 83.3µM* | -11.1% | 5.0% |
| O=C1N/C(=N\S(=O)(=O)Cc2ccccc2)S/C1=C/c1cccc([N+](=O)[O-])c1 | nt | nt | nt | nt | 0.4% | 50.2µM* | nt | 40.7% |

Of the compounds above, these contain a CF3 group:
Under each structure: human PMI inhibitors	TNAP activation fold	Yfh1-off respiration	PMI inhibitors	WT yeast gro inh	WT yeast gro inh mutant strain	LYP phosphatase	P. falciparum M1AAP	XIAP displacement	P. falciparum M17LAP
> COc1ccc(-c2noc(N(C)CC(=O)Nc3cccc(C(F)(F)F)c3)n2)cc1
    12.5%	1.1	i	10.9%	64.6*	34.0*	-3.9%	4.7%	-2.4%	-6.3%
> C/C=C/C(=O)Nc1cccc(C(F)(F)F)c1
    2.9%	1	i	9.9%	15.3	18.4	-5.1%	-0.3%	-0.1%	-7.0%

Rows are unselected; about 3.7% have a hit in one of these screens.
